# SIAH1 antagonists – Siah-1 peptide-binding antagonists, primary screen, biochemical, fluorescence polarization, rhodamine-plectin, uHTS (AID 1817) | hit rate 0.02% among 290,000 | E3 ubiquitin-protein ligase SIAH1 (Homo sapiens) | one-dose displacement, % at 20 µM; IC50 in µM for titrated hits | Siah-1 / rhodamine-plectin peptide fluorescence polarization; higher % means a stronger effect;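 active = displacement of at least 50% at 20 µM, with a fluorescence ratio check between 0.3 and a set limit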;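 note: plate controls were Siah plus tracer with DMSO for no effect and tracer alone without Siah for full effect; strong numbers were not always called active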
# AID2073 – inhibitors of Mint1-CaV2.2 protein interaction, biochemical, HTRF (AID 2073) | HTRF protein-protein interaction, Mint1-CaV2.2; higher % means a stronger effect | Voltage-dependent N-type calcium channel subunit alpha-1B (Homo sapiens) | hit rate 0.19% among 290,000 | inhibition, % at 20 µM; hits with a dose series show IC50 in µM; in the data active = inhibition mostly above about 51%, no sharp cut-off; inconclusive = no clear call, values can overlap the other calls; inactive = mostly below about 53%; note: some results filed as inactive read as strong as hits
# GPR35 arrestin U2OS – GPR35 antagonists blocking zaprinast-driven arrestin recruitment, primary screen, imaging, U2OS, beta-arrestin-GFP, zaprinast agonist (AID 2058); G-protein coupled receptor 35 (Homo sapiens); U2OS GPR35 beta-arrestin-GFP translocation imaging, zaprinast antagonism; higher % means a stronger effect; one-dose inhibition, % at 10 µM; IC50 in µM for titrated hits; hit rate 0.052% among 290,000;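 active = inhibition of at least 50% with at least 30 cells and total cytoplasm GFP at most 10,000,000; inconclusive = under 30 cells or total GFP of 10,000,000 plus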
# HIV peptide binding – inhibitors of HIV fusion peptide binding, primary screen, biochemical, uHTS, fluorescence dequenching (AID 1986) | hit rate 0.3% among 290,000 | inhibition, % at 20 µM, or IC50 in µM where a hit was titrated | cell-free peptide binding, fluorescence dequenching, 30 min; higher % means a stronger effect; in the data active = inhibition mostly above about 52%, no sharp cut-off; inactive = mostly below about 76%; note: some results filed as inactive read as strong as hits
# KOR beta-arrestin-1 – KOR agonists, beta-arrestin recruitment, primary screen, cell-based, luminescence, uHTS (AID 1777); Kappa-type opioid receptor (Homo sapiens); KOR beta-arrestin recruitment, luminescence; higher % means a stronger effect; activation, % at 10 µM; hits with a dose series show EC50 in µM; hit rate 0.02% among 280,000; in the data active = activation above about 50%, passing the limit was not always enough; note: a part of the inactive calls stands beside numbers as strong as those of hits
# GPR55 antagonists – GPR55 antagonists blocking LPI-driven arrestin recruitment, primary screen, imaging, U2OS, beta-arrestin-GFP, LPI agonist (AID 2013); G-protein coupled receptor 55 (Homo sapiens); U2OS GPR55 beta-arrestin-GFP translocation imaging, LPI antagonism; higher % means a stronger effect; inhibition, % at 10 µM; hits with a dose series show IC50 in µM; hit rate 0.13% among 290,000;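 active = spots per cell inhibited over 60%, with over 100 cells counted and total cytoplasm intensity under 500,000; inconclusive = wells with under 100 cells, flagged as likely toxic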;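 note: U2OS cells stably carrying GPR55 and arrestin-GFP stimulated by 5 µM LPI near EC80; imaged beta-arrestin-GFP aggregate spots per cell after agonist stimulation; plate controls were LPI-stimulated DMSO wells for no effect and DMSO wells without LPI for full effect; some results filed as inactive read as strong as hits; confirmed hits need IC50 under 10 µM and bright autofluorescent wells are also inconclusive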
# KOR beta-arrestin-2 – KOR antagonists, beta-arrestin recruitment, cell-based, luminescence, uHTS (AID 1778); KOR beta-arrestin recruitment, luminescence, antagonist mode; higher % means a stronger effect; one-dose inhibition, % at 10 µM; IC50 in µM for titrated hits; hit rate 0.091% among 290,000; in the data active = inhibition above about 50%; note: strong numbers were not always called active
# GPR55 activation – GPR55 agonists via beta-arrestin recruitment, primary screen, imaging, U2OS cells, beta-arrestin-GFP redistribution (AID 1961); one-dose activation, % at 10 µM; EC50 in µM for titrated hits; U2OS GPR55 beta-arrestin-GFP redistribution imaging; higher % means a stronger effect; G-protein coupled receptor 55 (Homo sapiens); hit rate 0.048% among 290,000;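 active = activation above 40% with more than 50 cells counted in the well; inconclusive = wells holding fewer than 50 cells, flagged as toxic or sparse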;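 note: U2OS osteosarcoma cells stably expressing GPR55 and beta-arrestin-GFP; plate controls were DMSO negative control for no effect and LPI positive control for full effect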
# NOD1 inhibition – NOD1 signaling inhibitors, primary screen, cell-based, luminescence, uHTS (AID 1578) | NOD1-driven NF-kB luciferase reporter cells, luminescence; higher % means a stronger effect | one-dose inhibition, % at 4 µM; EC50 in µM for titrated hits | hit rate 1% among 290,000; in the data active = inhibition mostly above about 36%, no sharp cut-off; inactive = mostly below about 34%;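 note: HEK-293T reporter cells stimulated with the NOD1 agonist gamma-tri-DAP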
# * = called active by the depositor; ? = inconclusive; / = no result given; [ ] = another dose, or the depositor's remark. Some of the compounds tested; count on the stated rates, not on these rows.
SMILES,SIAH1 antagonists,AID2073,GPR35 arrestin U2OS,HIV peptide binding,KOR beta-arrestin-1,GPR55 antagonists,KOR beta-arrestin-2,GPR55 activation,NOD1 inhibition
CC(C)/C=C/CN1CCCC(N2CCN(c3cccc(Cl)c3)CC2)C1 (configuration not stated),-6%,-2%,4%,1.8%,-2.2%,7%,-27%[20 µM],0.3%,1%
COc1cccc2c(=O)c(C/C=C(/C)Cl)c(C)[nH]c12,6%,-8%,11%,-2.4%,21%,0%,13%,-0.2%,6%
O=C1CC(Sc2ncn[nH]2)C(=O)N1c1ccccc1 (configuration not stated),-1%,-9%,-10%,-3.1%,-1.0%,-2%,-4%,-0.1%,18%
COC(=O)c1sccc1NC(=O)/C=C/C(=O)O,7%,6%,-5%,1.1%,-1.6%,8%,10%,0.1%,-34%
COC(=O)c1ccc2nc(-c3ccc4c(c3)OCO4)cn2c1,-2%,20%,-5%,-0.9%,-2.8%,4%,2%,0.3%,68%*
O=C(Nc1ncn[nH]1)C(F)(F)C(F)F,4%,5%,-16%,0.9%,4.1%,2%,-38%,-0.2%,-25%
CCSc1ccccc1C(=O)N=C1NC(=O)CC2C(=O)NCCN12 (configuration not stated),-5%,14%,-4%,2.4%,4.6%,-2%,-21%,-0.5%,-8%
CCc1c(C)c2ccc(OCC(=O)NCC3CCC(C(=O)O)CC3)cc2oc1=O (configuration not stated),-2%,9%,-4%,1.2%,-2.4%,-1%,-10%[20 µM],-0.2%,-27%
CC1CCCN(CCOCCOc2ccc(Br)cc2Cl)C1 (configuration not stated),0%,10%,-8%,0.8%,-5.8%,8%,17%,0.1%,-21%
CSCC[C@H](NC(=O)COc1cc2c(c3oc(=O)c(C)c(C)c13)CCC(C)(C)O2)C(=O)O,2%,36%,-11%,3.9%,0.3%,3%,5%,0.5%,-9%
O=c1ccc2ccc(OCCOc3cccc(Cl)c3)cc2o1,3%,12%,20%,1.2%,2.0%,14%,-18%,0.2%,-61%
O=C(COC(=O)[C@@H]1CC(O)CN1S(=O)(=O)c1ccc2c(c1)OCCO2)Nc1ccccc1F (some centres not stated),1%,-2%,-1%,0.9%,4.9%,6%,-33%,0.0%,-51%
Cc1ccc(Cl)c(Nc2ccccc2C(=O)O)c1Cl,4%,26%,4%,19%,0.2%,-6%,-57%,0.1%,-40%
O=C(NCCc1nnc2ccc(NCc3cccnc3)nn12)c1ccccc1F,4%,0%,-6%,1.4%,-3.5%,-4%,-10%,-0.1%,-24%
COc1ccc(C#Cc2ccc3c(c2)c(=O)c2ccccc2n3C)cc1,-6%,18%,0%,2.5%,6.3%,8%,-12%[20 µM],-0.3%,-16%
COCc1nnc(NS(=O)(=O)c2ccc(Br)cc2)s1,0%,-2%,8%,0.7%,2.7%,14%,8%,-0.4%,/
COc1ccc(NC(=O)CN2C(=O)C(C)Oc3ccccc32)cc1OC (configuration not stated),5%,3%,2%,-0.4%,-2.9%,1%,-6%[20 µM],0.7%,4%
O=C(N/N=C/c1ccc(N2CCOCC2)cc1)c1ccccc1OCCOc1ccccc1,0%,?,-12%,25%,3.7%,11%,-22%,-0.3%,59%*
CCOc1ccc(CNC(=O)CCS(=O)(=O)c2ccc3c(c2)oc(=O)n3C)cc1,2%,0%,2%,1.8%,5.1%,8%,-60%,0.0%,1%
CCn1c(=O)c(C(C)=O)c(O)c2ccccc21,-6%,3%,1%,-1.7%,/,-2%,-18%,-0.2%,-17%
O=C(COc1ccc(-c2nnco2)cc1)NCc1ccccc1Cl,0%,-2%,-3%,3.2%,-3.4%,6%,-14%,-0.2%,17%
Nc1nc(N)nc(-c2ccccc2)n1,0%,4%,2%,1.8%,0.3%,-1%,12%,0.3%,/
C[n+]1c(/C=C/c2ccc(O)cc2)ccc2ccccc21,16%,-13%,-11%,0.9%,-6.7%,5%,16%,0.0%,-15%
CCOC(=O)C1=C(C)NC(=O)NC1c1ccc2c(c1)OCO2 (configuration not stated),-6%,5%,12%,-1.2%,-6.1%,-5%,-117%,-0.1%,18%
O=C(COC(=O)c1cc(S(=O)(=O)N2CCCCC2)ccc1N1CCOCC1)NCCc1ccc(F)cc1,-6%,6%,6%,-1.1%,-4.6%,-9%,25%,-0.6%,-18%
CCOC(=O)CSc1nc2ccccc2n1CC(=O)N1CCN(c2ccccc2)CC1,0%,-9%,2%,0.1%,/,0%,/,-0.1%,-1%
O=C(Oc1cccc2cccnc12)c1ccc2c(c1)OCCO2,-2%,20%,0%,-0.1%,3.3%,8%,-32%,-0.1%,6%
COc1ccc(S(=O)(=O)N(CCCN2CCCC2=O)Cc2cc3c(C)ccc(C)c3[nH]c2=O)cc1,2%,2%,3%,-0.7%,-3.3%,11%,-5%,0.1%,-7%
CS(=O)(=O)c1ccc(Sc2nc3ccccc3[nH]2)c([N+](=O)[O-])c1,2%,-6%,7%,-2.9%,-4.4%,-1%,-6%,0.2%,/
CCOC(=O)N1CCC(n2c(SCC(=O)NCCc3ccc(S(N)(=O)=O)cc3)nc3ccccc3c2=O)CC1,0%,-9%,-9%,1.1%,5.8%,-7%,-4%,1.1%,-8%
CCCCOc1ccc(/C=N/NC(=O)c2nnn(-c3nonc3N)c2C)cc1,-2%,18%,14%,-0.8%,-1.7%,8%,-9%,-0.2%,-16%
COc1cccc(Cn2cnc3c(sc4nc(C)cc(C)c43)c2=O)c1,-5%,4%,-6%,-1.5%,-1.8%,19%,7%,0.2%,-17%
O=C(O)CC12CSc3[nH]c(=O)sc3C1c1ccccc1OC2=O (configuration not stated),-7%,2%,11%,-2.8%,-0.8%,-4%,-13%,0.7%,10%
COc1cc(C(=O)Nc2ccc(C(=O)c3cccs3)cc2)cc(OC)c1OC,10%,23%,7%,1.5%,-5.1%,-8%,2%,0.5%,-38%
N#CC1(NC(=O)COc2ccc3oc4ccccc4c3c2)CCCCC1,-1%,9%,8%,-2.8%,-3.7%,-4%,-34%,-0.1%,-9%
CC1CCN(CCc2nc3cc(NC(=O)COc4ccc(Cl)cc4)ccc3n2C)CC1,-3%,-1%,-3%,-0.2%,0.7%,4%,-8%,0.3%,0%
CCOC(=O)C1CCCN(c2c(NCCc3cccc(C)c3)c(=O)c2=O)C1 (configuration not stated),1%,0%,-6%,0.4%,-1.5%,17%,6%,-0.1%,-1%
C/C(=N\NC(=O)CSc1nnc(C)s1)c1ccc(Cl)cc1,-3%,6%,-10%,-2.0%,-1.4%,2%,-28%,-0.1%,-14%
Cc1cc(C)c(C(N)=O)c(NC(=O)Nc2ccccc2)n1,0%,-3%,10%,-4.1%,0.2%,18%,-25%,-0.1%,/
CCCCn1nnc(NC(=O)c2ccc([N+](=O)[O-])cc2Cl)n1,-4%,5%,1%,-1.2%,-1.3%,4%,41%,-0.3%,-3%
COC(=O)c1ccccc1NC(=O)CSc1n[nH]c(-c2ccco2)n1,10%,1%,3%,0.2%,1.2%,1%,-16%,-0.4%,-8%
COc1ccc(N2C(=O)CC(N(CCc3ccc(S(N)(=O)=O)cc3)C(=S)Nc3ccccc3)C2=O)cc1 (configuration not stated),4%,3%,6%,2.5%,0.2%,-4%,20%,-0.2%,6%
CCCCSc1nc2ccccc2[nH]1,1%,9%,-6%,0.5%,/,13%,23%[20 µM],0.6%,-18%
O=C(Cn1nc(-c2ccc(Cl)cc2)ccc1=O)NCc1ccc2c(c1)OCO2,4%,42%,-8%,0.0%,-1.9%,0%,0%,-0.1%,-31%
CCn1cc(C(=O)Nc2ccc(C)c([N+](=O)[O-])c2)cn1,-4%,-4%,3%,-0.5%,1.3%,-9%,19%,-0.4%,-6%
Cc1cc(C)n(CC2CC(=O)N(c3ccc(Cl)cc3)C2=O)n1 (configuration not stated),6%,8%,-2%,-1.0%,-5.8%,7%,15%,-0.1%,-5%
FC(F)(F)c1nnc2ccc(-n3ccnc3)nn12,3%,0%,5%,-0.9%,-7.5%,-15%,26%,-0.1%,-7%
CNC(=O)c1sc(-c2cccnc2)nc1C,4%,36%,10%,-2.6%,1.6%,18%,-23%,-0.1%,16%
Cn1c(=N)n(CC(=O)O)c2ccccc21,-6%,-3%,-1%,-1.2%,-0.2%,-2%,-50%,0.2%,-8%
CC1(C)CC(=O)C(C=NCC(N)=O)=C(O)C1,-4%,-4%,1%,-1.4%,2.1%,-15%,-26%,0.0%,-16%

# More structures follow.
SMILES,SIAH1 antagonists,AID2073,GPR35 arrestin U2OS,HIV peptide binding,KOR beta-arrestin-1,GPR55 antagonists,KOR beta-arrestin-2,GPR55 activation,NOD1 inhibition
CN(C)/C=C/C(=O)c1ccc2noc(-c3ccc(F)cc3)c2c1,-7%,14%,6%,14%,0.6%,-2%,-28%,0.0%,19%
O=C(OCc1nc2scc(-c3ccccc3)c2c(=O)[nH]1)c1cc([N+](=O)[O-])ccc1Cl,-4%,4%,-3%,3.3%,-4.5%,0%,/,0.2%,-7%
Cc1ccc(C(=O)O)cc1NC(=S)NC(=O)c1ccc([N+](=O)[O-])cc1Cl,1%,7%,9%,1.2%,-3.3%,12%,28%,0.2%,-12%
CC(C)c1ccc(N=C2N=C(N)c3ccccc32)cc1,4%,-4%,6%,1.2%,4.4%,27%,-20%,-0.2%,-6%
COCCN1Cc2cccc(C(=O)NC3CCCCCC3)c2C1=O,-3%,-4%,3%,-1.0%,3.7%,1%,18%,-0.2%,-37%
Cc1cccc2sc(NC(=O)CSc3cn[nH]n3)nc12,2%,11%,3%,2.7%,-1.8%,-5%,-38%,0.6%,19%
O=C(Nc1ccon1)C12CC3CC(C1)CC(n1cnc([N+](=O)[O-])n1)(C3)C2,-3%,-7%,-10%,-0.9%,-0.9%,-1%,8%,-0.9%,-19%
c1ccc(N2CCN(Cc3cnc(N4CCOCC4)s3)CC2)cc1,1%,-3%,11%,0.8%,1.3%,2%,-36%,0.1%,-36%
O=C(Nc1ccc(F)cc1)Nc1ccc(N2CCOCC2)c2nonc12,-3%,18%,-12%,-1.8%,-11%,-2%,-22%[20 µM],-0.1%,-22%
CC(C)NC(=O)CSc1nnc(-c2ccncc2)n1-c1ccccc1,-1%,-8%,4%,0.4%,1.0%,2%,3%,-0.1%,-30%

# Bioassay records (PubChem)
